# Growth percent in the NCI-60 one-dose screen (48 h, 10 µM unless noted): 100 = growth as untreated, 0 = no growth, -100 = all killed.
# SN12C = SN12C renal cancer cells; 81,000 compounds, 3.8% hits
# U251 = U251 CNS tumor cells; 80,000 compounds, 5.4% hits; AID 1794753
# TK-10 = TK-10 renal cancer cells. 81,000 compounds, 3.9% hits
# SF-539 = SF-539 CNS cancer | 81,000 compounds, 6.8% hits | AID 1794752
# PC-3 = PC-3 prostate cancer cells. 80,000 compounds, 3.9% hits. AID 1794754
# SF-295 = SF-295 CNS cancer cells; 79,000 compounds, 5.6% hits
# DU-145 = DU-145 prostate cancer; 81,000 compounds, 4.2% hits
# 786-0 = 786-0 renal cancer cells. 81,000 compounds, 5.1% hits. AID 1794775
# UO-31 = UO-31 renal cancer. 81,000 compounds, 5.2% hits. AID 1794768
# The depositor's hits bear a star; . = not tested or not shown; & = joins results of further samples; [ ] = another dose, or the depositor's remark. The calls were made as follows: active = growth percent below 10; inactive = the rest.
# Preview:
Compound	SN12C	U251	TK-10	SF-539	PC-3	SF-295	DU-145	786-0	UO-31
Clc1ccc2c(c1)C1CC(c3ccccc3)=NN1C(c1ccncc1)O2 (stereo not drawn)	92	80	101	86	71	92	106	98	45
CC(=O)Nc1cc([N+](=O)[O-])ccc1C(=O)O	109&114	100&100	89&91	111&107	103&104	95&107	109&108	104&104	89&89
COc1cccc(-c2nc3sccn3c2-c2ccnc(NCCCNS(=O)(=O)c3ccc(Br)cc3)c2)c1	52	67	93	70	40	64	62	71	31
CCOC(=O)c1ccc(N(CCC2CO2)S(=O)(=O)c2ccc(C)cc2)cc1 (stereo not drawn)	100	103	113	96	101	124	103	104	82
C=C(C)[C@@H]1CC[C@]2(C(=O)O)CC[C@]3(C)[C@H](CC[C@@H]4[C@@]5(C)Cc6cc(Cc7ccccc7)oc6C(C)(C)[C@@H]5CC[C@]43C)[C@@H]12	88	79	84	94	66	86	94	83	80

# This part in full, previewed entries included:
Compound	SN12C	U251	TK-10	SF-539	PC-3	SF-295	DU-145	786-0	UO-31
Clc1ccc2c(c1)C1CC(c3ccccc3)=NN1C(c1ccncc1)O2 (stereo not drawn)	92	80	101	86	71	92	106	98	45
CC(=O)Nc1cc([N+](=O)[O-])ccc1C(=O)O	109&114	100&100	89&91	111&107	103&104	95&107	109&108	104&104	89&89
COc1cccc(-c2nc3sccn3c2-c2ccnc(NCCCNS(=O)(=O)c3ccc(Br)cc3)c2)c1	52	67	93	70	40	64	62	71	31
CCOC(=O)c1ccc(N(CCC2CO2)S(=O)(=O)c2ccc(C)cc2)cc1 (stereo not drawn)	100	103	113	96	101	124	103	104	82
C=C(C)[C@@H]1CC[C@]2(C(=O)O)CC[C@]3(C)[C@H](CC[C@@H]4[C@@]5(C)Cc6cc(Cc7ccccc7)oc6C(C)(C)[C@@H]5CC[C@]43C)[C@@H]12	88	79	84	94	66	86	94	83	80
CC(C)N(CCC#N)c1c(N2CCOCC2)ssc1=O	103	99	105	101	96	110	113	55	88
COc1ccc2c(c1)[n+]([O-])c(C1=NNC(c3cc(OC)c(OC)c(OC)c3)C1)c(C)[n+]2[O-] (stereo not drawn)	92	100	98	91	95	94	.	97	22
Clc1ccc2c(c1)sc1nc(-c3c[nH]c4ccccc34)c(Nc3ccc(Br)cc3)n12	82	97	129	103	83	97	100	103	64
c1ccc(C(=NN=C(c2ccccc2)c2ccccc2)c2ccccc2)cc1	96	.	101	114	87	92	109	101	82
Nc1ccc(N2CCOCC2)cc1	94	98	92	.	101	.	118	92	73
COc1ccc2cc3[n+](cc2c1OC)CCc1cc2c(cc1-3)OCO2	49&30	29&25	98&137	83&69	61&60	45&19	78&92	67&73	84&76
Cc1cc(C)c2c(N)c(-c3nc4cc(Cl)ccc4o3)sc2n1	101	100	110	102	.	105	116	106	72
Nc1cc(Nc2ccc(Cl)c(Cl)c2)nc(=O)[nH]1	97	101	140	100	86	105	110	94	84
CCCN(CCC)S(=O)(=O)c1ccc(C(=O)Oc2ccccc2C(=O)O)cc1	111	99	105	111	97	102	109	102	98
CCN1CCN(C(=O)[C@@]2(C)CC[C@]3(C)CC[C@]4(C)C(=CC(=O)[C@@H]5[C@@]6(C)C/C(=C/c7cccnc7)C(=O)C(C)(C)[C@@H]6CC[C@]54C)[C@@H]3C2)CC1	75	77	115	100	33	79	91	84	65
C=CC[N+]1(CCO)CCN=C1CCCCCCCCCCCCC (stereo not drawn)	.	-88*	-87*	-97*	-30*	48	-90*	-97*	-61*
O=C(Nc1nc(-c2ccc(Cl)cc2)cc(-c2ccccc2Cl)n1)c1ccncc1	100	91	97	92	81	90	99	86	60
CCCCC(CCCCCC(CCCC)C1NC(C)Cc2cc(OC)c(OC)cc21)C1NC(C)Cc2cc(OC)c(OC)cc21 (stereo not drawn)	-21*	-95*	-94*	-96*	-61*	-71*	-100*	-98*	-83*
CCN(Cc1ccccc1)c1ccc(C=O)cc1	97	92	64	88	75	114	110	102	75
Cc1ccc(-c2nnc3c4ccccc4c(C)nn23)cc1S(N)(=O)=O	76	89	124	85	85	85	95	102	55
COc1cc2ncnc(Nc3cc(C)[nH]n3)c2cc1OC	83	121	62	100	95	97	90	93	62
NNC(=O)/C(=C\c1ccccc1)CC(=O)c1ccc(Cl)c(Cl)c1	84	92	99	88	87	94	93	98	54
O=C(Nc1ccc(Cl)cc1)P(=O)(O)c1ccccc1	99	99	101	113	107	119	109	105	80
CCc1ccccc1-n1c(=O)c(C#N)c(-c2ccc(O)cc2)c2c(=N)n(N)cnc21	97	103	118	99	108	121	111	108	92
Cc1cccc(C)c1N1C(c2ccccc2)=NNC12C=CC(=O)C=C2Cl (stereo not drawn)	96	94	117	117	81	100	112	110	71
Nc1nnc(-c2ccccn2)c(-c2c[nH]c3ccccc23)n1	102	104	128	98	92	97	112	101	76
Nc1cc(S(=O)(=O)O)ccc1S(=O)(=O)O	106	113	98	110	98	101	118	104	76
Cc1cc(=O)oc2cc(OC(=O)N3CCN(C)CC3)ccc12	98	107	125	96	97	104	110	108	85
CCSc1nnc(-c2c(C)nc3ccc(C)cn23)o1	104	94	93	98	99	102	115	99	67
CCOC(=O)c1cnc2nc[nH]n2c1=O	102	109	129	105	102	110	101	94	82
Cc1cc(=O)c2ccccc2[nH]1	112	98	118	98	93	115	105	91	94
O=C(/C=C/c1ccco1)N1CCOCC1	107	112	88	100	109	109	115	118	88
c1coc(CSc2nc(SCc3ccco3)c3[nH]cnc3n2)c1	92	88	113	93	95	65	98	92	70
Cc1ccc(N(CCCc2ccccc2)CCCc2ccccc2)cc1	107	104	111	98	98	93	120	102	96
C=CCn1c(SCC(=O)Nc2cccc(C(=O)/C=C/c3ccc(OC)cc3)c2)nc2ccccc2c1=O	84	89	100	96	80	103	93	91	68
CCOC(=O)CC1C(CN=[N+]=[N-])OC(n2cnc3c(NC(=O)Nc4ccccc4)ncnc32)C1O[Si](C)(C)C(C)(C)C (stereo not drawn)	81	95	103	89	65	94	106	89	83
C[C@H]1C(=O)N2c3ccccc3[C@@]3(O)C[C@@H](n4cnc5ccccc5c4=O)C(=O)N1[C@@H]23	120	101	109	101	96	130	123	102	87
Cc1cc(Cl)cc(Cl)c1C(=O)O	90	105	96	97	95	107	108	99	90
[C-]#[N+]c1c(-c2ccc(OC)cc2)cc(-c2ccc(Cl)cc2)[nH]c1=O	96	96	115	92	98	81	109	93	61
CC1(C)CC[C@]2(C(N)=O)CC[C@]3(C)C(=CC[C@@H]4[C@@]5(C)C/C(=C/c6cccnc6)C(=O)C(C)(C)[C@@H]5CC[C@]43C)[C@@H]2C1	-59*[100 µM]	-83*[100 µM]	-15*[100 µM]	-61*[100 µM]	-20*[100 µM]	-54*[100 µM]	-18*[100 µM]	-38*[100 µM]	-95*[100 µM]
COc1cc(/C=C2\CN(S(=O)(=O)c3ccccc3)C/C(=C\c3cc(CN4CCOCC4)c(O)c(OC)c3)C2=O)cc(CN2CCOCC2)c1O	99	97	103	97	100	96	104	104	84
CCCCS(=O)(=O)c1ccccc1	109	108	95	97	97	103	109	102	96
O=C(NNc1nccc(Nc2ccc(S(=O)(=O)Nc3ccncc3)cc2)n1)c1cccs1	102	98	87	119	100	103	100	101	87
CO[C@H]1CC[C@@]2(C)C(=CC[C@H]3[C@@H]4CC[C@H]([C@H](C)CCCC(C)C)[C@@]4(C)CC[C@@H]32)C1	104	99	104	93	93	91	113	99	88
COc1ccc(/C(Cl)=N\N=C(\Cl)c2c(Cl)c(OC)c(OC)c(OC)c2Cl)cc1	90	74	101	86	62	94	78	94	49
O=C(C1CCCCC1)[C@H]1[C@]2(C(=O)NC3CCCCC32)[C@@H]2CCCN2[C@@]12C(=O)NC1CCCCC12 (stereo partly drawn)	96[20 µM]	89[20 µM]	113[20 µM]	102[20 µM]	84[20 µM]	95[20 µM]	105[20 µM]	94[20 µM]	82[20 µM]
CC(=O)OCC(c1ccccc1)c1ccccc1	100	104	96	115	109	100	109	101	106
Nc1ncc(-c2cnn(C3CCNCC3)c2)cc1-c1nc2cc(Cl)ccc2o1	-100*	-100*	-94*	-100*	.	-79*	-100*	-100*	-100*
COc1cc(CNC(=O)/C=C/c2ccccc2)ccc1O	92	101	111	101	97	100	104	.	84
N=C1N=C(N)C2(CCCC2)/C1=C1\Nc2ccccc2S1	98	94	119	103	92	96	118	103	77

# Next structures
Compound	SN12C	U251	TK-10	SF-539	PC-3	SF-295	DU-145	786-0	UO-31
CC(=O)c1c(C)c(C)c(C(C)=O)c(C)c1C	95	96	124	94	90	90	116	102	101
Cc1cc(C)cc(Oc2ccccc2C(=O)O)c1	99	98	101	101	87	106	111	99	86
COc1ccc(-c2nc(SCCC(C)C)nc(N/N=C\c3ccc(O)cc3)c2C#N)cc1	68	29	157	35	72	92	60	34	77
COc1ccc(-c2cc(Cc3cccs3)c(=O)n(Cn3cnc4nc[nH]c4c3=O)n2)cc1	100	100	97	98	.	105	109	105	91
Cc1ccnc(NS(=O)(=O)c2ccc(NC(=O)c3ccc(C(=O)Nc4ccc(S(=O)(=O)Nc5nccc(C)n5)cc4)cc3)cc2)n1	104	100	103	103	94	111	106	105	83
CC(CCC(C)OS(=O)(=O)c1ccc(F)cc1)OS(=O)(=O)c1ccc(F)cc1 (stereo not drawn)	101	95	95	101	91	99	108	106	84
N/C(=N\O)c1ncc(-c2ccc(C(F)(F)F)cc2)c(NC2CCCCCC2)n1	-91*[100 µM]	.	-69*[100 µM]	.	-89*[100 µM]	-95*[100 µM]	-96*[100 µM]	-91*[100 µM]	-92*[100 µM]
COc1ccccc1C(=O)Nc1ccc(-c2cc(=O)c3c(OC)c(OC)c(OC)cc3o2)cc1	87	84	82	80	76	82	82	85	94
CCCC(C)(C#N)c1ccc(OC)cc1 (stereo not drawn)	92	102	96	95	95	108	109	97	79
CCOC(=O)c1ccc2[nH]c(O)c(C(=Nc3ccc(N(C)C(=O)CN4CCN(C)CC4)cc3)c3ccccc3)c2c1	11	-86*	-70*	-91*	4.9*	-6.3*	-9.1*	-95*	-42*
Cc1cc(C)c(C#N)c(Cl)n1	98	100	106	101	92	92	115	104	70
O=c1[nH]c(N2CCc3ccccc3C2)nc2sc3c(c12)CCCC3	100	98	103	95	96	97	109	98	84
CC(=O)O[C@H]1C[C@@]2(C)[C@@H](C[C@@H](O)[C@H]3[C@@]4(C)CC[C@H](NCCCNCCCCN)[C@@H](C)[C@@H]4CC[C@@]32C)/C1=C(\CCC=C(C)C)C(=O)O	101	106	102	108	97	100	107	94	83
O=C(Nc1ccc(OCc2nnc(-c3ccc(Cl)cc3)o2)c(F)c1)c1ccc(Cl)c(C(F)(F)F)c1	60	59	77	77	.	50	58	70	41
NC(CO)(CO)c1ccccc1	108	97	97	104	100	104	101	106	89
Cc1nn(-c2ccccc2)c(Cl)c1/C=C1\N=C(c2ccccc2)N(C(=O)c2ccc3ccccc3c2)NC1=O	102	103	113	104	81	115	101	98	88
O=C(O)c1cccc2nc3c(C(=O)O)cccc3nc12	100	97	103	96	89	89	107	105	80
CC(C)(C)CC(C)(C)c1ccc(OCCOc2ccc(C(N)=O)cc2[N+](=O)[O-])cc1	89	83	106	91	60	74	93	89	81
Cc1c(C)c(C)c(Br)c(C)c1C	98	104	109	101	96	110	111	.	.
CCCCOc1ccc(CCC(=O)O)cc1OCCCC	100	98	94	98	103	87	104	98	92
CC(=O)/C=C/C1C(C)=CCCC1(C)C (stereo not drawn)	92	99	107	95	100	100	108	100	.
O=[N+]([O-])c1cccc(C2c3sc4ccc(Cl)cc4c3Nc3nncn32)c1 (stereo not drawn)	98	100	138	93	87	104	109	105	62
Fc1cc(COC2CCN(Cc3ncn4ccccc34)CC2)ccc1Cl	107	90	95	102	98	93	100	99	65
CCOc1ccc2nc(N(Cc3ccc(C(C)C)cc3)C(C)=O)sc2c1	93	97	87	97	92	93	106	100	71
O=C(/C=C/c1ccccc1)c1cccc(N=Cc2c(O)ccc3ccccc23)c1	96	95	103	99	104	102	100	95	81
Cc1c(COC(=O)NC(C)C)c(COC(=O)NC(C)C)c2n1CS(=O)(=O)C2	97&108	103	105&97	100&99	90&102	95&89	104&109	104&99	89
NS(=O)(=O)c1ccc(CCn2c(SCC(=O)N/N=C/c3ccc4c(c3)OCO4)nc3ccccc3c2=O)cc1	103	110	111	103	100	93	104	103	91
COc1ccc(C2C(C#N)=C(N)Oc3n[nH]c(-c4cccs4)c32)cc1I (stereo not drawn)	96	91	100	86	86	94	107	99	82
N#C/C(=C\c1cccc([N+](=O)[O-])c1)C(=O)c1ccccc1	98	98	112	110	97	103	109	102	103
Cc1ccc(C)c(NC(=O)c2ccc(Cl)cc2Cl)c1	93	94	88	106	80	.	94	98	83
Cn1cc(-c2cc3c(Nc4ccc(CC(=O)Nc5cc(C(C)(C)C)on5)cc4)ncnc3[nH]2)cn1	-8.0*	-9.4*	-17*	-49*	1.6*	7.6*	-3.9*	3.2*	9.4*
N#Cc1c(N2CCOCC2)nc2n(c1=O)-c1ccccc1Sc1ccccc1-2	90	102	103	103	89	113	126	85	57
CCOC(=O)CN	104	99	99	107	99	102	104	96	96
CCCCC1(C(OC)OC)NC(=O)NC1=O (stereo not drawn)	98	84	91	115	93	116	108	103	90
ClC1=CN(C2=NCCC2)CC1	99	98	108	105	89	99	117	103	98
COc1cc2c(c(OC)c1OC)CCC(c1cccc(NC(=O)c3cccc(Br)c3)c1)O2 (stereo not drawn)	88	94	92	98	76	93	92	94	79
